Anthrax LF inh2 = Bacillus anthracis LF protease inhibitors, primary screen, biochemical, multiplex microsphere, MLPCN library. Lethal factor (Bacillus anthracis), P15917. multiplex microsphere protease cleavage assay. inhibition, % at 10 µM. actives 0.12% (n = 360,000); note: plate controls were buffer without enzyme for full effect and enzyme alone for no effect
GDH-TPI counter = GDH-TPI coupling enzyme inhibitors, primary screen, artefact control for M. tuberculosis FBA inhibitor project, biochemical, absorbance, full deck. GDH-TPI coupled enzyme counterscreen, NADH absorbance. inhibition, % at 4.8 µM. actives 1.2% (n = 360,000). AID 588335, 2011; in the data active = inhibition above about 30%;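 note: 0% = DMSO wells and 100% = wells lacking the enzyme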
BoNT F protease = BoNT/F light chain protease inhibitors, primary screen, biochemical, flow cytometry, MLPCN library. AID 588497, 2011. inhibition, % at 10 µM. actives 0.22% (n = 360,000). Multiplex microsphere protease cleavage assay; in the data active = inhibition above about 35%, passing the limit was not always enough; note: plate controls were buffer without enzyme for full effect and enzyme alone for no effect
BioA inh = M. tuberculosis BioA enzyme inhibitors, primary screen, biochemical, plate reader, single point, HTS; 7,8-diaminopelargonic acid synthase BioA (Mycobacterium tuberculosis); purified M. tuberculosis BioA enzyme; inhibition, % at 9.99 µM; actives 0.096% (n = 360,000); in the data active = inhibition above about 40%
UGM FP inh = M. tuberculosis UGM enzyme inhibitors, primary screen, biochemical, fluorescence polarization, single point; actives 0.06% (n = 320,000); UDP-galactopyranose mutase (Mycobacterium tuberculosis (strain ATCC 25618 / H37Rv)), …; inhibition, % at 10 µM; purified UGM, fluorescence polarization probe displacement; in the data active = inhibition above about 10%, passing the limit was not always enough
BoNT-A LC inh2 = BoNT/A light chain protease inhibitors, primary screen, biochemical, flow cytometry, MLPCN library | inhibition, % at 10 µM | multiplex microsphere protease substrate cleavage | actives 0.17% (n = 360,000) | AID 588499, 2011; note: plate controls were buffer without enzyme for full effect and enzyme alone for no effect
FBA Mtb inh = Mtb FBA enzyme inhibitors, primary screen, biochemical, fluorescence, strain H37Rv; purified M. tuberculosis FBA, fluorescence read-out; actives 2.3% (n = 360,000); inhibition, % at 1 µM; Fructose-bisphosphate aldolase (Mycobacterium tuberculosis (strain ATCC 25618 / H37Rv)), …; in the data active = inhibition above about 27%;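 note: 0% = vehicle and 100% = reference inhibitor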
Target sequence (P9WQA3 whole entry, looked up): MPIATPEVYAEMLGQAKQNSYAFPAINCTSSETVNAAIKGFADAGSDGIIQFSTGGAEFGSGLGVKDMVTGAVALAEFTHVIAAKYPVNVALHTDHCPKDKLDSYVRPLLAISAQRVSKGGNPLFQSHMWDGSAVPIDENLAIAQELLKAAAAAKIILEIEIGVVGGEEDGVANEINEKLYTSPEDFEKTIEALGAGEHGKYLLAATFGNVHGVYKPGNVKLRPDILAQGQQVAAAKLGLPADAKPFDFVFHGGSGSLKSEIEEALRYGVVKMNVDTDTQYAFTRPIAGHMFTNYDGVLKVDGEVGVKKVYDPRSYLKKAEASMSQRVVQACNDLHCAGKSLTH
FadD28 binding = inhibitors of FadD28 bisubstrate probe binding, primary screen, biochemical, fluorescence polarization, single point | Mycobacterium tuberculosis FadD28 fatty-acid-AMP ligase | inhibition, % at 12.5 µM | actives 0.22% (n = 360,000); in the data active = inhibition above about 8.5%, passing the limit was not always enough
PfHsp40 yeast = rescue of yeast from PfHsp40 toxicity, primary screen, S. cerevisiae, ATP luminescence | actives 0.68% (n = 340,000) | growth rescue, % at 12.5 µM | S. cerevisiae expressing PfHsp40, growth rescue; in the data active = growth rescue above about 28%, passing the limit was not always enough;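 note: yeast W303a lacking pdr1 and pdr3 grown in galactose medium; growth measured after three days at 30 °C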
An asterisk follows results filed as active. Cut-off read from the data, not from the text of the source, unless noted: active = inhibition above about 30%; inconclusive = no clear call, values can overlap the other calls; inactive = below that.

What do the screens show for `COc1ccc(-c2nnc(SC(C)C(=O)NNC(=O)c3ccc(C)cc3)o2)cc1` (stereo unspecified)?
Anthrax LF inh2: 1; GDH-TPI counter: 1; BoNT F protease: -3; UGM FP inh: -0.4; BoNT-A LC inh2: -0.6; FBA Mtb inh: 0; FadD28 binding: 0.8; PfHsp40 yeast: -0.7

How did O=C(c1cc2cc(Cl)ccc2[nH]1)N1CCN(c2ccccc2F)CC1 do in these assays?
Anthrax LF inh2: 7; GDH-TPI counter: -8; BoNT F protease: 0; BioA inh: -1.0; UGM FP inh: 0.6; BoNT-A LC inh2: -0.6; FBA Mtb inh: 0; FadD28 binding: -0.8; PfHsp40 yeast: -2.3

Results for Cc1c(C(=O)OC(C)C)sc2nc[nH]c(=O)c12 ?
Anthrax LF inh2: -2; GDH-TPI counter: 18; BoNT F protease: 4; UGM FP inh: 2.6; BoNT-A LC inh2: 0.6; FBA Mtb inh: 19; FadD28 binding: -1.2; PfHsp40 yeast: 0.5

What do the screens show for `O=c1c2ccccc2ncn1-c1cccc(Br)c1`?
Anthrax LF inh2: 0; GDH-TPI counter: -4; BoNT F protease: -10; BioA inh: -0.2; UGM FP inh: -0.6; BoNT-A LC inh2: -2.4; FBA Mtb inh: -2; FadD28 binding: -1.5; PfHsp40 yeast: 0.7

How did CN(C(=O)/C=C/c1ccccc1)C1CCCCC1 do in these assays?
Anthrax LF inh2: 8; GDH-TPI counter: -2; BoNT F protease: -15; BioA inh: 0.9; UGM FP inh: 2.0; BoNT-A LC inh2: 1.3; FBA Mtb inh: 1; FadD28 binding: -1.1

How did O=C(Cc1cccs1)N1CCN(c2ccc(F)cc2)CC1 do in these assays?
Anthrax LF inh2: 1; GDH-TPI counter: 7; BoNT F protease: -8; BioA inh: 1.0; UGM FP inh: -2.4; BoNT-A LC inh2: -1.0; FBA Mtb inh: -2; FadD28 binding: -1.8; PfHsp40 yeast: -0.7

Some of these compounds in order of heavy-atom count, smallest number first.
How did CN(C(=O)/C=C/c1ccccc1)C1CCCCC1 do in these assays?
Anthrax LF inh2: 8; GDH-TPI counter: -2; BoNT F protease: -15; BioA inh: 0.9; UGM FP inh: 2.0; BoNT-A LC inh2: 1.3; FBA Mtb inh: 1; FadD28 binding: -1.1

How did O=C(c1cc2cc(Cl)ccc2[nH]1)N1CCN(c2ccccc2F)CC1 do in these assays?
Anthrax LF inh2: 7; GDH-TPI counter: -8; BoNT F protease: 0; BioA inh: -1.0; UGM FP inh: 0.6; BoNT-A LC inh2: -0.6; FBA Mtb inh: 0; FadD28 binding: -0.8; PfHsp40 yeast: -2.3

What do the screens show for `COc1ccc(-c2nnc(SC(C)C(=O)NNC(=O)c3ccc(C)cc3)o2)cc1` (stereo unspecified)?
Anthrax LF inh2: 1; GDH-TPI counter: 1; BoNT F protease: -3; UGM FP inh: -0.4; BoNT-A LC inh2: -0.6; FBA Mtb inh: 0; FadD28 binding: 0.8; PfHsp40 yeast: -0.7

Screening data: PubChem BioAssay, several laboratories
